# Screening data deposited in PubChem BioAssay by National Center for Advancing Translational Sciences (NCATS).
# Hsp90 Hop PPI: qHTS Assay for Disrupters of an Hsp90 Co-Chaperone Interaction; AlphaScreen TPR2A-His6 binding biotin-Hsp90 C-terminal peptide; AID 595, 2007; hit rate 0.44% among 71,000; Hsp90 C-terminal peptide / TPR2A (Hop) interaction, human; Potency, µM (series often up to 57 µM), inactives show top-dose activity change, negative = inhibition; active = well fitted curve in either direction with a large enough effect; inconclusive = small, poorly fitted or top-dose-only effect, or another doubt; also: potency is read from the fitted curve at half-maximal effect; % is scaled to controls: 0 for no effect and ±100 for the full control effect; many of its hits are not listed in these tables
# Pol III holo inh: qHTS Assay for Inhibitors of DNA Polymerase III Holoenzyme System; reconstituted DNA polymerase III holoenzyme replication, biochemical; Potency, µM (top dose mostly 57.1 µM), for inactives: top-dose activity change, negative = inhibition; hit rate 0.25% among 71,000; AID 603, 2007; also: potency is read from the fitted curve at half-maximal effect; % is scaled to controls: 0 for no effect and ±100 for the full control effect
#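 Reconstituted *E. coli* holoenzyme (0.35 nM Pol III, 1 nM beta, 154 nM SSB, 2 nM primase) was preincubated with compound for 15 min at RT. Synthesis on 1.4 nM ssM13Gori ran 35 min, then was stopped with PicoGreen/EDTA and read as dsDNA fluorescence.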
# ALOX15 inhib: qHTS Assay for Inhibitors of 15-hLO (15-human lipoxygenase). Potency, µM (doses to about 57.1 µM), for the others: at the highest dose activity change, negative = inhibition, most hits filed as inhibitors. purified 15hLO-1, xylenol orange hydroperoxide absorbance. hit rate 1.4% among 74,000. Polyunsaturated fatty acid lipoxygenase ALOX15 (Homo sapiens), P16050; also: potency is read from the fitted curve at half-maximal effect; % is scaled to controls: 0 for no effect and ±100 for the full control effect; nearly all actives have a fitted effect of over 55% in size
#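 Compounds were preincubated 15 min at room temperature with 40 nM purified human enzyme (25 mM Hepes pH 7.5, 0.01% Triton X-100); 50 uM arachidonic acid reacted 6 min. Fe-xylenol orange detection, 30 min, absorbance ratio 573/405 nm.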
# 4MU fluor: qHTS Assay for Spectroscopic Profiling in 4-MU Spectral Region; compound autofluorescence, 340/450 nm, 4-MU equivalents; stronger effect = higher value; max dye-equivalent concentration, M; hit rate 11% among 59,000; AID 589, 2007; in the data active = max dye-equivalent concentration above about 10 nM; inconclusive = mostly about 1.1 nM to 9.6 nM
#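 Compounds in 100 mM Tris, pH 8.0, incubated 15 min at room temperature, then fluorescence read at 340 nm excitation/450 nm emission. Signal converted to 4-MU dye-equivalent concentration using an on-plate six-point 4-MU standard curve.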
# A350 autofl: qHTS Assay for Spectroscopic Profiling in A350 Spectral Region; hit rate 11% among 59,000; max dye-equivalent concentration, M; Compound autofluorescence, 340/450 nm, Alexa 350 dye-equivalents; stronger effect = higher value; AID 590, 2007; in the data active = max dye-equivalent concentration above about 10 nM; inconclusive = mostly about 1.1 nM to 9.6 nM
# BRCT PPI red: qHTS Assay for Inhibitors of BRCT-Phosphoprotein Interaction (Red Fluorophore); BRCT-phosphopeptide binding, red fluorescence polarization; Breast cancer type 1 susceptibility protein (Homo sapiens), P38398; hit rate 0.03% among 75,000; Potency, µM (titrated, usually from 76.9 µM), for the others: at the highest dose activity change, negative = inhibition, usual class: inhibitors; also: % is scaled to controls: 0 for no effect and ±100 for the full control effect
# Target sequence (P38398 whole entry, looked up): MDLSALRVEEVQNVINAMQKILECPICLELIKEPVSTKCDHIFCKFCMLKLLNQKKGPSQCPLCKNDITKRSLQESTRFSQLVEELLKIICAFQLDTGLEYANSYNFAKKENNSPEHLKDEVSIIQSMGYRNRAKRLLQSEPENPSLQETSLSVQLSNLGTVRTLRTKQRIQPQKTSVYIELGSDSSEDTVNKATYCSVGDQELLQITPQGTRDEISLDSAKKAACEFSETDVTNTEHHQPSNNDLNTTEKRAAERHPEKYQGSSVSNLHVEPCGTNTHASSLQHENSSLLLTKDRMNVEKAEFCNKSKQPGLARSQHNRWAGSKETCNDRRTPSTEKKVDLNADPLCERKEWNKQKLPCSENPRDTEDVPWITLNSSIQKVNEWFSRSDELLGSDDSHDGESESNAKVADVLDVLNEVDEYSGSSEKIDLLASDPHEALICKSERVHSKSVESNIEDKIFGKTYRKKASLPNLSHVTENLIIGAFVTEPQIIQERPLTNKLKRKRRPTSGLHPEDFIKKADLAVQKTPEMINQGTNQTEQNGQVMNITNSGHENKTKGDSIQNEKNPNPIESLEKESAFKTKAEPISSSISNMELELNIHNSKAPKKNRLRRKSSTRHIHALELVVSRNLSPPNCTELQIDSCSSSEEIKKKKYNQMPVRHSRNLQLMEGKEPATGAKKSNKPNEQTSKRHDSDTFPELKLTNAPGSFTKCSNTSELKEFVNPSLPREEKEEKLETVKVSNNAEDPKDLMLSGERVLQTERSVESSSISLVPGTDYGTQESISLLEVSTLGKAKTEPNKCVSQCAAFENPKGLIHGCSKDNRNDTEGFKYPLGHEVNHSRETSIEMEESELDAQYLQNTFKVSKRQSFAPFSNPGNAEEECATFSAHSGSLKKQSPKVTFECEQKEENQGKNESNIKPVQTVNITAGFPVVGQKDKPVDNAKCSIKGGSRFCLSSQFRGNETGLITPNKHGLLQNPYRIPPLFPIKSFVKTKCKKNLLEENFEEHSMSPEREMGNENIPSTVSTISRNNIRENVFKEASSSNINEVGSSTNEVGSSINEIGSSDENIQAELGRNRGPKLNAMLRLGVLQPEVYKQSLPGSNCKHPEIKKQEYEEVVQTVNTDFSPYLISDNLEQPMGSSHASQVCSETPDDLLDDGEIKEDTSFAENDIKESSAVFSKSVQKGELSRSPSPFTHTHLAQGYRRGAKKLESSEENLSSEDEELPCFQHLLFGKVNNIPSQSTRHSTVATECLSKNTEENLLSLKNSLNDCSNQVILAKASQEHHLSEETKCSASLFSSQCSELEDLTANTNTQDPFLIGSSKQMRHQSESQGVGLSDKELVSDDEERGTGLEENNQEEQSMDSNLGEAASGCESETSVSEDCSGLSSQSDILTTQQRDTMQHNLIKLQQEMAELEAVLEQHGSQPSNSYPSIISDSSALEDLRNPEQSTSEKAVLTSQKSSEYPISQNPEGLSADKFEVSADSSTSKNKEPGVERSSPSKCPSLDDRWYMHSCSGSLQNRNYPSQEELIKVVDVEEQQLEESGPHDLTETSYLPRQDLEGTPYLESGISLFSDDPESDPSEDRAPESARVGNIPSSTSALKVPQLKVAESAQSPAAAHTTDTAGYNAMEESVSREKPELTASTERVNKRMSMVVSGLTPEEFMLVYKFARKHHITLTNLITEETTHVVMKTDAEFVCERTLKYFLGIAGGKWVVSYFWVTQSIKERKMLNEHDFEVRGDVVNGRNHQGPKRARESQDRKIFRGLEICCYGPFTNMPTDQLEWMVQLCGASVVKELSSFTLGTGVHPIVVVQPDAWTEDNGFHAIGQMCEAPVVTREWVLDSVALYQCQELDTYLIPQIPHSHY
#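 Rhodamine-labelled pBACH1 10-mer (100 nM) bound to BRCT domain (100 nM) at pH 7.3; compounds incubated 12 min room temperature, polarization read. Free peptide defines full inhibition; unlabelled decapeptide titrated as control.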
# BRCT inh green: qHTS Assay for Inhibitors of BRCT-Phosphoprotein Interaction (Green Fluorophore) | Breast cancer type 1 susceptibility protein (Homo sapiens), P38398 | Potency, µM (top dose mostly 76.9 µM), for inactives: top-dose activity change, negative = inhibition, hits mostly inhibitors | hit rate 0.05% among 75,000 | AID 875, 2007 | BRCA1 BRCT-phosphopeptide binding, green fluorescence polarization;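 also: potency is read from the fitted curve at half-maximal effect; plate controls were peptide without protein for full effect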
#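 Compounds were incubated for 12 min at room temperature with a complex of 100 nM fluorescein-tagged pBACH1 decapeptide and 250 nM His-tagged BRCT protein. Buffer was phosphate pH 7.3 with EDTA, DTT and Tween 20. Disruption of binding lowers the polarization signal.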
# HBB splice mod: qHTS Assay for Modulators of Hemoglobin Beta Chain Splicing; HBB splicing reporter cell assay, activation; EGFP reporter with mutant IVS2-654 intron; response scale: normalised to 500 nM splice-correcting PNA; Potency, µM (titrated, usually from 46.1 µM), inactives show at the top dose activation, hits mostly activators; hit rate 0.06% among 65,000; also: potency is read from the fitted curve at half-maximal effect; 0% is about no effect
#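 Compounds were applied for 2 days to HeLa EGFP-654 cells, 500/well in Optimem with 2% FCS. The reporter's EGFP is disrupted by mis-splicing of beta-globin intron IVS2-654. Readout: summed well GFP fluorescence from 488 nm laser scanning; reference was 500 nM antisense […] 654 PNA.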
# CRE Fsk mod: Cell signaling CRE-BLA (Fsk stim) | CHO CRE-bla reporter (cAMP response element driving beta-lactamase), forskolin EC10, beta-lactamase ratio | Potency, µM (series often up to 38.2 µM), for the others: at the highest dose activity change, negative = inhibition, actives largely listed as activators | hit rate 2.5% among 71,000; active = well fitted activation curve with a large enough effect in the signal ratio, with a control signal flat, not every such curve was filed as active; inconclusive = small, poorly fitted or top-dose-only effect, or effect the other way, or a change in a side signal; the % refers to the signal ratio; also: potency is read from the fitted curve at half-maximal effect; % of control where 0% means no effect
#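 CRE-bla CHO reporter cells treated with compound titration plus EC10 NKH 477 (water-soluble forskolin), incubated 3 h at 37 °C; CCF4 loading 2 h at room temperature, 460/530 nm emission ratio read, AC50 values derived for positive or negative modulators.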
# Epigenetic mod: qHTS Assay for Epigenetic Modulators; mouse C127i GFP locus derepression, cytometry, 30 h; Potency, µM (highest dose often 46.1 µM), for the others: top-dose GFP derepression (activation); hit rate 0.09% among 68,000; AID 597, 2007; also: % of control where 0% means no effect
#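 Murine C127i mammary cells carrying a silenced, stably integrated CMV-driven GFP reporter were treated with compound for 30 hours at 37 C. After PBS washes, GFP-positive cells were counted by laser-scanning microplate cytometry.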
# Ub-GFP proteasome: Ubiquitin-GFP Assay | Ubiquitin-GFP reporter cells, proteasome inhibition, GFP fluorescence; response scale: untreated = 0%, 10 µM MG-132 = 100% | Potency, µM (titrated, usually from 45.9 µM), for the others: at the highest dose activation (GFP accumulation), hits mostly activators | 67,000 tested, under 10 active; active = well fitted activation curve with a large enough effect, not every such curve was filed as active; inconclusive = small, poorly fitted or top-dose-only effect, or another doubt; inactive = no such curve, though single readings can be large or run the other way; also: potency is read from the fitted curve at half-maximal effect
#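 GFP accumulation read-out: laser plate cytometry counting ubiquitin(G76V)-GFP-expressing U2OS cells after 4 hr compound exposure at 37 °C. Titrations spanned 46 uM to 2.9 nM; 0% = basal, 100% = 10 uM MG-132; concentration-response curves fitted.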
# Numbers without * were called inactive; i = inactive; u = inconclusive; x = no result given; [ ] = remark or other dose. Unless noted, calls follow the shape of the dose curve; as a rule, active = well fitted curve in the direction sought with a large enough effect; inconclusive = small, poorly fitted or top-dose-only effect, or another doubt; inactive = no such curve, though single readings can be large; an effect the other way counts as inactive or inconclusive.
SMILES,Hsp90 Hop PPI,Pol III holo inh,ALOX15 inhib,4MU fluor,A350 autofl,BRCT PPI red,BRCT inh green,HBB splice mod,CRE Fsk mod,Epigenetic mod,Ub-GFP proteasome
CC(C)(C)C(=O)/C=C(\N)c1ccncc1,u,-4.3%,-4.6%,x,x,1.3%,0.2%,0.6%[9.22 µM],-6.9%,-2.2%,-14.9%
Cc1cc(C)n2nc(S(=O)(=O)N(CC(C)C)CC(C)C)nc2n1,-2.3%,-8.7%,8.3%,x,x,-0.5%,1.4%,-0.5%,5.4%,x,-6.1%
Cc1ccccc1NC(=O)CSc1nc(N)c(C#N)cc1C#N,0.0%,-4.0%,-7.0%,u,u,-0.7%,2.8%,1.1%,-5.4%,0.0%,9.6%
Cc1cc(N2C(=O)CC(N3CCN(C(c4ccccc4)c4ccccc4)CC3)C2=O)no1 (configuration not stated),-7.2%,-1.6%,-1.7%,i,i,0.3%,2.9%,-0.9%,-10.1%,-2.7%,3.8%
CC(=O)Nc1ccc(-c2cn3cccnc3n2)cc1,-4.8%,1.3%,8.3%,6.09e-06M*,6.32e-06M*,0.7%,-0.7%,3.6%,u,0.0%,5.7%
CCc1ccccc1N(CC(=O)N1CCN(c2ccc(F)cc2)CC1)S(C)(=O)=O,-10.0%[11 µM],-1.6%[11.4 µM],-14.7%[11.4 µM],x,x,-1.2%,-0.6%,0.1%[0.0738 µM],u,-1.5%,-8.7%[9.17 µM]
CCOC(=O)c1sc(NC(=O)C(CC)Sc2nccn2C)nc1C (configuration not stated),-9.9%[11 µM],-2.4%[11.4 µM],11.5%[11.4 µM],x,x,0.3%,-2.5%,-2.5%[0.0738 µM],u,-1.5%,-5.8%[9.17 µM]
CCN(CC)c1ccc(C2C(C(=O)Nc3ccccn3)=C(C)NC3=C2C(=O)CC(C)(C)C3)cc1 (configuration not stated),-11.3%[11 µM],2.7%[11.4 µM],-11.9%[11.4 µM],x,x,-1.8%,0.3%,-2.9%[0.0738 µM],u,-3.0%,u
O=S(=O)(c1cccs1)N1CCN(Cc2ccccc2)CC1,2.0%,-6.4%,5.0%,i,i,0.7%,0.7%,x,7.5%,1.0%,-2.6%
Cc1cc(C(F)(F)F)nc(SCC(=O)NC2CC3CCC2C3)n1 (configuration not stated),-2.8%,-10.9%,-5.8%,i,i,-0.1%,-1.1%,1.5%,-14.8%,-2.7%,-3.8%
COC(=O)CN1C(=O)COc2ccc(Cl)cc21,-6.7%[2.3 µM],-1.8%,0.8%,x,x,-1.2%,-0.9%,0.9%,-2.3%,x,-5.7%
CCOC(=O)N1CCC(NC(=O)CCCN2C(=O)CSc3ncccc32)CC1,-12.1%,1.1%,0.2%,i,u,-0.8%,-1.7%,-4.8%,u,-1.5%,9.0%
Cc1c(C(=O)O)oc2c3c(ccc12)OCCO3,1.5%,-4.6%,10.8%,x,x,1.2%,-1.2%,-0.1%,-9.7%,0.0%,-5.6%
O=C(COc1c(F)c(F)c(C(F)(F)F)c(F)c1F)Nc1ccc(N2CCOCC2)c(Cl)c1,0.6%[11 µM],0.4%[11.4 µM],-14.2%[11.4 µM],x,x,-1.5%,-1.3%,-2.7%[0.0738 µM],u,5.7%,-2.4%[9.17 µM]
Cc1ccccc1N(CC(=O)NCCc1ccccc1)C(=O)c1ccc(N2CCCC2)nc1,-2.7%,0.4%,-6.8%,i,i,0.7%,0.6%,-5.3%,u,0.0%,-3.4%
Cc1onc(-c2ccccc2)c1C(=O)Nc1nnc(N(C)Cc2ccccc2)s1,u,-1.4%,-28.0%,x,x,0.4%,-0.5%,-0.1%,13.3%,-2.3%,6.2%
COc1ccc(OC)c(/C=c2\sc3nc(-c4cccs4)nn3c2=O)c1,u,1.0%,2.3%,i,i,2.0%,11.9%,-0.3%,-9.4%,2.2%,-6.7%
CN(C)c1nc(Oc2ccc(N)cc2)nc(N(C)C)n1,-6.5%,-4.1%,-12.4%,i,i,-2.8%,-1.5%,x,13.2%,-1.2%,0.9%
FC(F)(F)c1nc2nc(Cl)c(Cl)nc2n1CCCN1CCOCC1,0.9%[11 µM],-10.0%[11.4 µM],8.2%[11.4 µM],8.59e-08M*,9.02e-08M*,0.1%[15.4 µM],-1.7%[15.4 µM],7.5%[9.22 µM],u,12.6%[9.22 µM],-8.7%[9.17 µM]
O=S(=O)(c1ccc(S(=O)(=O)N2CCN(C3CCCCC3)CC2)cc1)N1CCCCCC1,2.4%,-6.5%,1.9%,i,i,0.7%,-3.2%,x,3.4%,3.4%,2.4%
O=C(c1cccnc1)N1C2CCC1CC(O)(c1ccc(F)cc1)C2 (configuration not stated),0.3%,-3.8%,4.3%,i,i,0.8%,-2.8%,x,2.9%,2.2%,-4.6%
O=C(O)C(CC(=O)N1CCOCC1)NCc1ccccc1 (configuration not stated),-3.2%,-4.8%,13.5%,i,i,0.4%,-0.1%,1.3%,u,-2.9%,17.7%
O=C(NC1CCCCC1)n1c(=O)oc2ccc(Cl)cc21,-2.3%,-4.6%,-2.1%,i,i,-0.7%,0.5%,2.4%[0.369 µM],11.6%,-2.1%,x
Cc1ccc(NC(=O)CS(=O)CC(=O)N(CC(=O)NC2CCCC2)c2cccc(C)c2C)cc1 (configuration not stated),-2.4%,-7.0%,-0.6%,i,i,0.8%,-3.7%,-1.8%,-13.5%,-1.1%,-1.0%
CCC(C)NC(=O)CSC1=Nc2ccccc2C2=NC(CC(=O)NCc3ccccc3)C(=O)N12 (configuration not stated),-10.7%,-11.0%,-0.1%,4.6e-07M*,3.74e-07M*,-0.5%,-2.6%,-0.9%,-20.9%,1.1%,-10.7%
SMILES,Hsp90 Hop PPI,Pol III holo inh,ALOX15 inhib,4MU fluor,A350 autofl,BRCT PPI red,BRCT inh green,HBB splice mod,CRE Fsk mod,Epigenetic mod,Ub-GFP proteasome
CCOC(=O)C(CC(C)C)CP(=O)(O)CNC(=O)OCc1ccccc1 (configuration not stated),-1.0%,-0.5%,-8.8%,i,i,-1.0%,-0.9%,-0.6%[57.5 µM],0.1%,4.3%,-1.7%
O=C(O)C1CC(=O)N(CCOc2ccccc2)C1 (configuration not stated),-0.7%,-1.1%,-2.2%,x,x,-0.1%,1.1%,-0.8%[9.22 µM],-2.8%,5.0%,-6.8%
COc1ccc(C2C(C(C)=O)=C(C)N=c3s/c(=C/c4ccc5c(c4)OCO5)c(=O)n32)cc1 (configuration not stated),-1.8%,8.6%,-11.9%,i,i,0.4%,1.1%,u,-23.6%,1.1%,8.0%
CCOc1cc(C)c(Cl)cc1S(=O)(=O)n1nnc2ccccc21,12.4%,-8.2%,-8.4%,i,i,-0.5%,-0.7%,-0.5%,u,-3.2%,0.2%
CCN(CC)c1ccc(NC(=O)c2cccc(OC)c2)c(C)c1,-8.4%,1.1%,-15.9%,i,i,-0.6%,-3.1%,0.4%,-2.1%,0.0%,-5.9%
CC(=O)NC(CCS(C)(=O)=O)C(=O)Nc1ccc2c(c1)OCO2 (configuration not stated),-1.2%,-8.6%,-3.7%,x,x,0.7%,0.2%,0.2%,-2.2%,x,7.1%
Cc1nc2ncnn2c(C)c1CCC(=O)NC(C)c1ccc2c(c1)OCCO2 (configuration not stated),-5.4%,5.6%,-2.6%,i,i,-2.2%,0.1%,-0.5%,-2.5%,2.0%,4.5%
NC1=NC(S)C2N=CN=C2N1 (configuration not stated),-3.1%,3.2%,u,x,x,0.6%,0.8%,u,-1.8%,x,x
COc1ccc(S(=O)(=O)Nc2ccccc2C(F)(F)F)cc1,2.9%,0.5%,-5.3%,i,i,-2.0%,-0.3%,1.3%,1.9%,0.0%,-2.8%
Cc1ccccc1OCCCC(=O)Nc1ccc(N2CCOCC2)cc1,-15.7%[11 µM],3.4%[11.4 µM],-25.3%[11.4 µM],x,x,0.3%,0.5%,-0.2%[0.0738 µM],u,-1.5%,3.3%[9.17 µM]
Cc1ccc(CNC(=O)C2CNc3cc(C)ccc3O2)cc1 (configuration not stated),-9.7%,-8.8%,0.9%,i,i,1.2%,-2.3%,-1.0%[57.5 µM],-3.3%,2.6%,-5.0%
